TRPML3 agonist: agonists of human TRPML3 channel | Q8TDD5 | HEK293 TRPML3-YFP, Fluo-8 calcium fluorescence; 100% = the carbachol control signal | activation, % at 3 µM | 220,000 tested, 0.29% active;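 active = activation above its plate's cutoff, the mean activation of the plate's test wells plus 3 SD, cut at about 12% in these data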;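 note: 0% = DMSO only wells and 100% = carbachol wells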
Target sequence (Q8TDD5 whole entry, looked up): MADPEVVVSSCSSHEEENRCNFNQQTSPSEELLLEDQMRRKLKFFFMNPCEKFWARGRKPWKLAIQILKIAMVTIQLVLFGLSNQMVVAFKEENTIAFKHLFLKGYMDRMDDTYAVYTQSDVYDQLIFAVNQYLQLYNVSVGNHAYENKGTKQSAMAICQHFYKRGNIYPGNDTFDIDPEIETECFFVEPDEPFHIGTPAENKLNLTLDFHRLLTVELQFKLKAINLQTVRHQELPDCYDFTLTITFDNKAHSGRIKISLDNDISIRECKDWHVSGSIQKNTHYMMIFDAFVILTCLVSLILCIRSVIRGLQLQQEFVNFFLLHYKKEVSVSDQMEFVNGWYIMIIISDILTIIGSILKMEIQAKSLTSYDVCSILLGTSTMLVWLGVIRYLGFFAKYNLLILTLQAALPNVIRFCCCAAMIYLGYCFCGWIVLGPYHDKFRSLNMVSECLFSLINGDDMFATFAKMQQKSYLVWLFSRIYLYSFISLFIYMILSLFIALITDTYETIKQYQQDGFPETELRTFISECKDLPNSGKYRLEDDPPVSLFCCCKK
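system = HEK293 cells stably carrying human TRPML3-YFP | doses = one concentration, 3 µM nominal, 0.3% DMSO | timing = dye loading 1 h 37 °C then 30 min ambient, 125 s read | detection = Fluo-8 calcium dye fluorescence, ex 470-495, em 515-575 nm | benchmarks = high control carbachol 87 µM, low control DMSO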
NPY-Y1 antag: blocks the human neuropeptide Y Y1 receptor. P25929. HEK293-CNG Y1 cells, membrane potential fluorescence; NPY at EC95, then isoproterenol. inhibition, % at 3.6 µM. 200,000 tested, 1% active. AID 1040;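 active = inhibition above the campaign mean inhibition of all tested compounds plus 3 SD, cut at about 20% in these data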;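 note: 0% = DMSO wells given NPY plus isoproterenol and 100% = isoproterenol alone without NPY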
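Assay system: HEK293 cells with Y1 receptor plus CNG channel | Probe or stimulus: NPY (25 nM), isoproterenol (1 µM), Ro 20-1724 (25 µM) | Timing: Compound incubation 1 h at room temperature, readout 45 min post-stimulation | Measured by: Membrane-potential fluorescent dye readout | Benchmarks: High control isoproterenol alone, low control NPY with isoproterenol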
CHOP inh: inhibitors of CHOP induction in ER stress response. CHO-K1 CHOP-promoter luciferase, tunicamycin-induced, 15-18 h. inhibition, % at 10 µM. 220,000 tested, 3.8% active. AID 2732;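 active = compounds that reduced the stress-induced luciferase reporter signal by more than about 70% of percent inhibition, limit read from the data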;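 note: 0% = tunicamycin plus vehicle and 100% = wells without tunicamycin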
NPY-Y1 PAM-ag: potentiators or agonists of human neuropeptide Y receptor Y1. P25929. AID 1304. activation, % at 3.6 µM. 220,000 tested, 0.37% active. NPY-Y1 expressing cells, potentiator/agonist activation; in the data active = activation above about 33%, passing the limit was not always enough;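 note: cells stimulated with NPY at EC10 then isoproterenol at EC100; 0% = low agonist plus stimulus and 100% = saturating agonist plus stimulus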
zfTRPN1 agonist: zebrafish TRPN1 (NompC) channel agonism; HEK293 zebrafish TRPN1-YFP, Fluo-8 calcium fluorescence; 100% = response to 87 µM carbachol; activation, % at 3 µM; 220,000 tested, 0.18% active;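 active = activation above its plate's cutoff, the mean activation of test wells on that plate plus 3 SD, cut at about 19% in these data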;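 note: 0% = DMSO alone and 100% = 87 µM carbachol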
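Assay system: Zebrafish TRPN1-YFP in HEK293 cells | Incubation: Dye loading 1 h at 37 °C, then 30 min room temperature | Measured by: Kinetic Fluo-8 fluorescence, ex 470-495, em 515-575 nm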
NPY2 pot ag: human NPY-Y2 potentiation or agonism, primary screen. P49146. cells expressing NPY-Y2, potentiator/agonist read-out. activation, % at 3.6 µM. 220,000 tested, 0.45% active; in the data active = activation above about 27%;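 note: cells stimulated with NPY near EC25 plus isoproterenol at EC100; 0% = vehicle plus submaximal agonist and 100% = vehicle plus saturating agonist; some results beyond the cut were filed as inactive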
Target sequence (P49146 whole entry, looked up): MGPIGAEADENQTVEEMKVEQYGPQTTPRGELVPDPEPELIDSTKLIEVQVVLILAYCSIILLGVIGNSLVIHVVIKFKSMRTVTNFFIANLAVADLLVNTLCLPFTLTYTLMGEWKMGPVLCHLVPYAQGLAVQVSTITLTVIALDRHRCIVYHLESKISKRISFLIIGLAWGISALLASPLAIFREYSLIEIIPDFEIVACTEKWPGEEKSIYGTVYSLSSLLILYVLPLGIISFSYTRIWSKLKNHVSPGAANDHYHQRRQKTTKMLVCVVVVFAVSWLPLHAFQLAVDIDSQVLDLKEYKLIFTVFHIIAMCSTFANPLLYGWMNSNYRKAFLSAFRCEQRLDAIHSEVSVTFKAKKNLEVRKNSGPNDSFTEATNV
EP2 modulator: modulates human prostaglandin E2 receptor EP2 signaling | 260,000 tested, 0.83% active | EP2-expressing cells, cAMP HTRF FRET, PGE2 co-stimulation | induction, % at 25 µM;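 active = compounds whose cAMP rise, as percent of the full-agonist control response, exceeds 60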;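 note: rat C6 glioma line stably carrying human EP2 under a CMV promoter; the protocol text gives 20 µM as final concentration; 100% = response of wells given 1 µM PGE2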
S1P4 ag: activates the human S1P4 receptor | O95977 | 220,000 tested, 0.35% active | activation, % at 4.98 µM | S1P4-expressing cell line, agonist reporter assay; in the data active = activation above about 11%;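 note: 0% = DMSO vehicle and 100% = reference agonist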
S1P4 antag: human S1P4 receptor antagonism. O95977. S1P4-expressing cells, antagonist mode, reporter read-out. inhibition, % at 4.98 µM. 220,000 tested, 0.26% active; in the data active = inhibition above about 29%;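 note: 0% = wells stimulated with agonist and 100% = vehicle wells without agonist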
* = called active by the depositor; · = no result given; & = joins results of further samples.

cpd | Compound | S1P4 antag | EP2 modulator | TRPML3 agonist | zfTRPN1 agonist | S1P4 ag | CHOP inh | NPY-Y1 PAM-ag | NPY2 pot ag | NPY-Y1 antag
1 | CC(=O)Nc1cc(C(=O)N2CCC3(CC2)OCCO3)ccc1Sc1ccc(F)cc1 | 8 | -7 | 0.5 | 0.0 | 0.8 | -10 | 3 | -5 | 0
2 | Cc1ccc(OCC(=O)N2CCN(Cc3ccc4c(c3)OCO4)CC2)cc1C | 1 | -76 | 0.4 | 0.5 | -2.0 | 10 | -33 | -29 | 11
3 | CCOc1cc(/C=C2\C(=O)NC(=O)N(CCc3ccc(F)cc3)C2=O)ccc1O | 7 | -25 | 0.7 | 1.9 | -1.4 | -3 | -9 | -15 | ·
4 | Cc1ccc(N(C)C(=O)Oc2cccc3ccc(C)nc23)cc1 | -21 | 2 | -0.5 | -2.2 | 0.7 | 13 | 7 | 1 | -3
5 | COc1cc2c(cc1OC)-c1c(OC)c(OC)cc3c1C(C2)N(C)CC3 (configuration not stated) | 1 | -2 | 0.8 | 1.2 | 2.2 | -30 | -3 | -4 | 0
6 | Cn1c(O)c(C=NCCOc2ccc(Cl)cc2)c(=O)n(C)c1=O | 2 | -44 | 1.0 | 1.6 | -1.6 | -17 | 16 | 20 | -7
7 | Cc1ccccc1N1C(=O)NC(=O)/C(=C\c2cnn(-c3ccccc3)c2)C1=O | 4 | -57 | 0.7 | 3.0 | 0.2 | 46 | -11 | 0 | 4
8 | O=C(c1ccccc1)c1cn(CC(=O)N2CCCC2)c2ccccc12 | -6 | 11 | 0.1 | 0.8 | -1.5 | 10 | 8 | 8 | 7
9 | CCOP(=S)(OCC)SCC(=O)NC(C)(CC)C(=O)O (configuration not stated) | -12 | 11 | 0.3 | -0.8 | -1.6 | -11 | 14 | 3 | 1
10 | O=C(Cc1ccccc1)OCCN1CCCCC1 | 2 | 8 | 1.5 | 1.3 | 0.7 | 6 | 14 | 3 | 2
11 | COc1ccc2nc(NC(=O)CCc3nc(C4=CCN(C)CC4)no3)sc2c1 | -1 | -93 | -0.3 | 0.4 | 0.2 | 25 | 7 | 15 | 6
12 | CCN(CC)CCN=Cc1c(O)n(CCC2=CCCCC2)c(=O)[nH]c1=O | -1 | 2 | 1.2 | 0.5 | -1.1 | 17 | -8 | 6 | -3
13 | Cc1nonc1-c1nc(-c2nonc2N)n[nH]1 | 1 | 10 | 1.4 | 0.8 | -1.3 | 20 | -18 | -2 | 4
14 | CN(C)C(=O)Oc1ccc([N+](=O)[O-])cc1 | -10 | 5 | 1.3 | -0.2 | 0.6 | 8 | -3 | 1 | -4
15 | CCN1CCN(Cc2cc(Br)ccc2O)CC1 | -19 | 13 | 1.1 | -0.7 | -2.5 | -61 | -28 | -8 | 8
16 | CN1C(=O)C(C2c3ccccc3C(=O)N2Cc2ccccc2)C(=O)N(C)C1=O (configuration not stated) | -20 | 41 | 0.9 | 0.7 | -1.1 | 15 | -3 | 15 | 1
17 | COc1ccc(NC(=O)CN2C3CCC2CC(O)(c2cccnc2)C3)cc1OC (configuration not stated) | -1 | 5 | 0.9 | 0.2 | -0.2 | 8 | -14 | 7 | 11
18 | Cc1ccc(C2=NCC(=O)N(CC(=O)N3CCCCC3)c3sc(C)c(C)c32)cc1 | -9 | -10&0 | -0.1 | -0.8 | 2.3 | 39 | -23 | 3 | 0
19 | CC(C)NC(=O)Cn1cc(C(=O)c2ccccc2F)c2ccccc21 | 8 | 37&27 | -0.2 | -0.6 | -2.5 | 5 | -1 | -2 | 3
20 | NP(=O)(Oc1ccc(Cl)cc1)Oc1ccc(Cl)cc1 | -22 | -39 | 0.6 | -0.8 | -2.8 | 15 | 6 | -2 | 6
21 | CC(=O)N1N=C2C3CCN(CC3)C2C1c1ccccc1 (configuration not stated) | -16 | -11&-26 | 1.0 | -0.6 | 0.2 | -5 | 7 | -4 | -1
22 | CN(C)C(=O)OCc1n(C)cc[n+]1C | -16 | 6 | 0.7 | -2.0 | 0.1 | 21 | -3 | 7 | 2
23 | Cc1cc(Cl)nc(N)n1 | -5 | 30 | 0.1 | 0.2 | 0.1 | -8 | -8 | 4 | 1
24 | Fc1ccc2c(c1)nnn2C1CCN(Cc2ccccc2)CC1 | 3 | 6 | -0.4 | 0.5 | 0.9 | -14 | 13 | 26 | 4
25 | COc1ccc(NC(=O)N2CCC3(CC2)OCCO3)c(OC)c1 | -1 | -3 | 1.1 | -0.4 | -0.8 | 19 | 2 | 7 | 1
26 | CSc1ccc(C(=O)C2CCCN(C)C2)cc1 (configuration not stated) | 3 | -3 | -0.1 | 2.3 | 0.6 | 9 | -7 | -8 | 1
27 | CN1CCN(c2ccc(N)cc2)CC1 | -3 | 24 | 0.4 | -0.8 | 0.3 | 17 | -16 | 9 | 1
28 | Cc1ccc(OCCn2cccc2/C=C2/C(=O)NC(=O)N(Cc3ccco3)C2=O)cc1 | -11 | -90 | 0.7 | 1.6 | 0.1 | -17 | 3 | 1 | ·
29 | Cc1ccc(N2C(=O)NC(=O)C3(Cc4ccccc4N4CCN(c5ccccc5)CC43)C2=O)cc1 (configuration not stated) | -2 | 50 | 0.7 | -0.3 | -0.4 | 70* | -10 | -17 | 7
30 | Cc1nc2ccccc2n1C1CCN(Cc2nnnn2CCc2ccccc2)CC1 | 0 | 2&24 | 0.9 | 1.2 | 0.0 | -11 | -7 | 6 | 2
31 | Cc1cc(C=C2C(=O)N(C)C(=S)N(C)C2=O)c(C)n1C1CCCC1 | -9 | 15 | 0.8 | -0.1 | -0.1 | -77 | -16 | -9 | 3
32 | CNc1cc(N2CCN(C)CC2)ccc1[N+](=O)[O-] | -6 | 10 | 1.3 | 0.4 | 1.1 | -3 | -10 | -4 | -3

Of the compounds above, these contain fluorine:
cpd | Compound | S1P4 antag | EP2 modulator | TRPML3 agonist | zfTRPN1 agonist | S1P4 ag | CHOP inh | NPY-Y1 PAM-ag | NPY2 pot ag | NPY-Y1 antag
1 | CC(=O)Nc1cc(C(=O)N2CCC3(CC2)OCCO3)ccc1Sc1ccc(F)cc1 | 8 | -7 | 0.5 | 0.0 | 0.8 | -10 | 3 | -5 | 0
3 | CCOc1cc(/C=C2\C(=O)NC(=O)N(CCc3ccc(F)cc3)C2=O)ccc1O | 7 | -25 | 0.7 | 1.9 | -1.4 | -3 | -9 | -15 | ·
19 | CC(C)NC(=O)Cn1cc(C(=O)c2ccccc2F)c2ccccc21 | 8 | 37&27 | -0.2 | -0.6 | -2.5 | 5 | -1 | -2 | 3
24 | Fc1ccc2c(c1)nnn2C1CCN(Cc2ccccc2)CC1 | 3 | 6 | -0.4 | 0.5 | 0.9 | -14 | 13 | 26 | 4

(further entries)
cpd | Compound | S1P4 antag | EP2 modulator | TRPML3 agonist | zfTRPN1 agonist | S1P4 ag | CHOP inh | NPY-Y1 PAM-ag | NPY2 pot ag | NPY-Y1 antag
33 | CCCCC/C(=N/O)c1c(C)[nH]c2ccccc12 | 7 | -11 | 2.2 | 1.7 | 0.7 | 27 | 15 | 15 | ·
34 | CCCCn1c(O)c(/C=N/N2CCOCC2)c(=O)[nH]c1=S | -3 | 1 | 0.2 | -0.7 | 1.3 | 2 | 6 | 6 | ·
35 | CCN1c2nc3ccccn3c(=O)c2CC2(C(=O)N(C)C(=O)N(C)C2=O)C1C (configuration not stated) | 0 | -6 | -0.2 | -0.9 | -1.6 | 2 | -6 | -3 | 1
36 | Cn1cc(C(=O)Cc2ccccc2)c2ccccc21 | -2 | 1 | 0.8 | 0.3 | -0.9 | -5 | 6 | 1 | -1
37 | CCN(CC)c1ccc(/C=C2\C(=O)NC(=O)N(CC3CCCO3)C2=O)cc1 (configuration not stated) | -7 | -58 | 0.4 | 0.9 | -0.9 | -23 | -6 | -13 | 7
38 | O=P(Nc1ccccc1)(Nc1ccccc1)Oc1cccc(Cl)c1 | -14 | -63 | -1.2 | 0.1 | 0.8 | -6 | 17 | 11 | 1
39 | COc1cccc(N2CCN(Cc3cccc(Cl)c3)CC2)c1 | -6 | -11 | -1.2 | -1.6 | -0.5 | 36 | -12 | -8 | 9
40 | CCOC(=O)N(C)c1ccc(C(O)(C(=O)OCC)C(F)(F)F)cc1 (configuration not stated) | -21 | 9 | 0.6 | 1.4 | -0.1 | 41 | 9 | -13 | -13
41 | CC(C)n1c(=O)c(C=Nc2cccc([N+](=O)[O-])c2)c(O)n(CCc2ccccc2)c1=O | 0 | 44 | 0.0 | 1.7 | 0.0 | 62 | -10 | 7 | 1
42 | C#CCOc1ccc2c(c1)c(C(C)=O)c(C)n2Cc1ccccc1 | 19 | 16 | -0.8 | -3.0 | -1.4 | 18 | -12 | 9 | ·
43 | CC1Oc2cc3c(-c4c(O)cc(O)c5c(O)c6c(cc45)OC(C)C(C)C6=O)c(O)cc(O)c3c(O)c2C(=O)C1C (configuration not stated) | -5 | -28 | -0.2 | -0.5 | -1.6 | 102* | 20 | 3 | ·
44 | NCC(CC(=O)O)C1CCCCC1 (configuration not stated) | 3 | 19 | 0.9 | 0.1 | -1.1 | 1 | 1 | -8 | 3
45 | O=C(COc1ccccc1F)N1CCN(CCN2C(=O)c3cccc4cccc(c34)C2=O)CC1 | -8 | -58 | 0.1 | -1.2 | 0.1 | 16 | 11 | 6 | 5
46 | CCCCC(=O)N/N=C/c1c(O)n(CCc2ccccc2)c(=O)[nH]c1=O | -1 | -11 | 0.1 | 1.6 | -0.2 | 61 | -6 | -14 | ·
47 | CC1CCCCN1C(=O)c1ccc(N2CC3CC(C2)c2cccc(=O)n2C3)c([N+](=O)[O-])c1 (configuration not stated) | 0 | 15 | 0.1 | -1.1 | 1.5 | 3 | -4 | 4 | 4
48 | Cc1cc([N+](=O)[O-])c(Cl)cc1NC(=O)C(C)C | -15 | 9 | 0.6 | -1.0 | 0.9 | 49 | -18 | 11 | 6
49 | Cc1ccc(-c2ccc(=O)n(CCC(=O)N3CCC4(CC3)OCCO4)n2)cc1 | -7 | -75 | -0.2 | -0.7 | 1.0 | 7 | -2 | 4 | -2
50 | Cc1ccc(NC2=NCCCS2)c(C)c1C | -9 | -18 | 1.0 | 0.2 | -0.6 | 1 | 6 | -1 | -7
51 | O=C(c1cccc(N2CCCC2=O)c1)N1CCC2(CC1)OCCO2 | -6 | 33 | 0.8 | 2.2 | -0.9 | 20 | 1 | -2 | 3
52 | Cc1ccc(C2=CCNCC2)cc1 | -13 | 27 | 2.4 | 2.1 | 0.8 | 9 | 3 | 6 | 6
53 | CC12CNCC(C)(CNC1)C2O (configuration not stated) | -12 | -11 | 0.7 | -0.8 | 1.3 | 88* | -22 | -7 | -2
54 | Nc1c(C(=O)NCc2ccco2)c2nc3ccccc3nc2n1Cc1ccc(F)cc1 | -20 | 34 | -0.1 | 0.2 | 3.3 | 51 | -10 | -12 | 7
55 | CC(N)C(=O)c1ccco1 (configuration not stated) | -11 | 20 | 0.7 | 1.9 | 0.4 | 20 | 3 | 13 | 11
56 | O=S1(=O)CC2(N3CCOCC3)CCCCCCC21 (configuration not stated) | -9 | 29 | 0.3 | -0.1 | 2.2 | 19 | 4 | 3 | 1

Source: PubChem BioAssay (several laboratories)

Not all compounds are listed (hit frequency here may not be typical).
